Screening data deposited in PubChem by several laboratories.
MEKK3 PB1 HTS – MEKK3-MEK5 PB1 interaction, increase or decrease | binding response (% of control), % at 10 µM | AID 1529 | bead-based flow cytometry, Alexa488-MEK5 binding to MEKK3; actives lie on both sides; 0 = blocked by unlabeled MEK5, 100 = vehicle | Q99759 | actives 1.4% (n = 290,000);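 active means binding response more than 3 SD above or below the average of its plate-row segment, actives on both sides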;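 further: Alexa488 bead fluorescence after subtracting the streptavidin-only scavenger bead signal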
Target sequence (Q99759 whole entry, looked up): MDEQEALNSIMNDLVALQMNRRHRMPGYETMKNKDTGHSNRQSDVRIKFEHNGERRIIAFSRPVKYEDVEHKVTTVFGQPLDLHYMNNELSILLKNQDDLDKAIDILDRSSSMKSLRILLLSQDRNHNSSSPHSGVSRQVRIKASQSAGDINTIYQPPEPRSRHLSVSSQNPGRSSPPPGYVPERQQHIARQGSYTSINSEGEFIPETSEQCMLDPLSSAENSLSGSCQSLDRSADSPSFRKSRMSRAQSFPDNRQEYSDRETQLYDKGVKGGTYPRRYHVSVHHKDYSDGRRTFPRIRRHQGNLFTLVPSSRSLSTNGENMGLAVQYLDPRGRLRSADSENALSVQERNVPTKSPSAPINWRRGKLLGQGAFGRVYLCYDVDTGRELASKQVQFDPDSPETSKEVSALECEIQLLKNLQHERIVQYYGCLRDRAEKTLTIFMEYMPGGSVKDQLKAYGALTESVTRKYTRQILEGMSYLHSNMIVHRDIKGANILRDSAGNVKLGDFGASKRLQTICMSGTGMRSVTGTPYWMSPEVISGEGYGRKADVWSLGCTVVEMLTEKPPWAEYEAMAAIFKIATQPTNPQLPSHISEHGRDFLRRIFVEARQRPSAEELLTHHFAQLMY
pCIP destab – p/CIP protein destabilization; decrease of EGFP signal, % at 10 µM; AID 1984; F442A p/CIP-EGFP cells, EGFP fluorescence, 16 h; actives 0.01% (n = 290,000);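 active means EGFP signal decrease of at least 30% at 10 µM or well 3 SD below plate mean, unless failing retest; inactive means the rest, including hits failing retest or dose response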; further: some compounds called inactive have numbers as strong as hits; many of its hits are not listed in these tables
IDE inh – cellular human IDE inhibition; P14735; HEK cells, FAbetaB cleavage, fluorescence polarization; inhibition, % at 5.59 µM; actives 0.41% (n = 320,000);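 active means percent inhibition above the average of all tested compounds plus 3 SD, set per screening campaign, cut at about 16% in these data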;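 further: IDE supplied by intact live HEK cells; FP after avidin binding of uncleaved biotin substrate so inhibition keeps polarization high; 0% = DMSO wells and 100% = 60 µM reference IDE inhibitor Ii1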
M4 PAM – positive allosteric modulators of human muscarinic M4 receptor. P08173. CHO-K1 hM4/Gqi5, Fluo-8 calcium fluorescence, ACh EC20; 0% = ACh EC20, 100% = maximal ACh. activation, % at 3 µM. actives 0.4% (n = 360,000);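 active means activation above its plate's cutoff, the mean activation of sample wells plus 3 SD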; further: some results filed as inactive read as strong as hits
PHOSPHO1 block – PHOSPHO1 (human) inhibition | Q8TCT1 | recombinant PHOSPHO1, absorbance phosphatase assay | inhibition, % at 13.3 µM | actives 1.1% (n = 290,000) | AID 1565; in the data active means inhibition above about 60%
Target sequence (Q8TCT1 whole entry, looked up): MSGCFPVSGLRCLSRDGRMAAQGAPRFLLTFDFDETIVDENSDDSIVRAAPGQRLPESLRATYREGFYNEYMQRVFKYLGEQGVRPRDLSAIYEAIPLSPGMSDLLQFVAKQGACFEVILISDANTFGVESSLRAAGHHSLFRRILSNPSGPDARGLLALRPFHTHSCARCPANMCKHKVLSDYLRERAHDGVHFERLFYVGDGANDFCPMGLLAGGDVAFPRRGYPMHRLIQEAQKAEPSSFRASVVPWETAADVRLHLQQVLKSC
IDE act – activators of human insulin-degrading enzyme in cells; actives 0.073% (n = 340,000); activation, % at 5.96 µM; HEK cells, FAbeta-B cleavage, fluorescence polarization; 0% vehicle, 100% cell-free pure enzyme wells;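 active means activation above the mean of all tested compounds plus 3 SD, set per screening campaign, cut at about 17% in these data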
CRFBP-R2 block – antagonists of CRF-binding protein/CRF-R2 receptor complex | actives 0.59% (n = 350,000) | HEK293 CRF-R2/CRF-BP, CRF-induced calcium fluorescence | inhibition, % at 11.8 µM;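 active means inhibition of the ligand-induced calcium signal above about 50% at the single tested concentration, limit read from the data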
GalR3 antag – antagonists of human GalR3; actives 0.44% (n = 360,000); O60755; AID 651719; inhibition, % at 3 µM; HEK293 GalR3-CNG cAMP membrane potential fluorescence; galR3 body fused to GalR1 C-terminus;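 active means inhibition above the screen-wide average plus 3 SD, cut at about 13% in these data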;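 further: forskolin and galanin both at EC90 stimulate the cells; cAMP rise reported by CNG channel membrane potential dye signal; 0% = forskolin plus galanin with DMSO and 100% = forskolin alone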
CRFR2-BP ag – agonists of human CRF-binding protein/CRF-R2 receptor complex. actives 0.46% (n = 350,000). AID 588473. activation, % at 13.2 µM. HEK293 CRF-R2/CRF-BP, calcium dye fluorescence (FLIPR); percent of saturating CRF peptide response;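 active means activation of at least 50%, plus an integration ratio under a set limit after plate pattern correction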;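 further: plate controls were neutral control wells without compound for no effect and CRF at EC100 for full effect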
* marks the source's active call; other numbers are inactive results; nt = not tested or not shown; & = joins results of further samples; [ ] = dose if it differs, or a comment. Not all compounds are listed. The share of hits here may be higher or lower than overall.

item	SMILES	MEKK3 PB1 HTS	pCIP destab	IDE inh	M4 PAM	PHOSPHO1 block	IDE act	CRFBP-R2 block	GalR3 antag	CRFR2-BP ag
1	CC(C)CN1CCN(Cc2ccc(F)cc2Cl)CC1CCO (stereo not given)	95	-4	3	-4	3	-2	-8	-6	0.9
2	NC(=O)Nc1cccc(C(F)(F)F)c1	97	-6	-5	-3	0	1	15	-5	-0.9
3	O=C1NC(=O)C(=Cc2ccc(Oc3ccc([N+](=O)[O-])cc3)cc2)C(=O)N1	96	18	2	-6	-5	-2	-16	nt	0.9
4	C[C@@H]1NCCc2cc(O)c(O)cc21	nt	nt	4	-9	nt	3	22	nt	0.1
5	c1cc2c(cc1[C@H]1OC[C@H]3[C@@H]1CO[C@@H]3c1ccc3c(c1)OCO3)OCO2	93	-7	7	0	13	3	-2	nt	1.6
6	Cc1cccc(N2C(=O)NC(=O)/C(=C\c3ccc(N4CCOCC4)cc3)C2=O)c1	107	-3	5	-2	16	-8	72*	-3	3.2
7	CC(=NNC(=S)N1CC2CCC(CC2)C1)c1nccs1	nt	nt	nt	-1	nt	-15	-14	-3	1.6
8	S=P(N1CCOCC1)(N1CC1)N1CC1	nt	nt	nt	8	nt	5	4	-2	1.0
9	O=C(O)C1(c2ccc(Cl)cc2)CCC1	105	-17	-2	3	-7	1	-2	-4	-0.1
10	CCCCCCn1c(O)c(C=Nc2ccccc2N2CCOCC2)c(=O)[nH]c1=S	101	-19	3	-4	29	nt	-32	-3	9.5
11	Cc1ccc2c(c1)c(=O)c1c3n2CCN(CC2CO2)C3CC1 (stereo not given)	103	-7	3	-3	23	6	14	-7	0.5
12	O=C(N/N=C/c1c(O)n(C2CCCCC2)c(=S)[nH]c1=O)c1ccccc1O	102	-35	-4	-1	1	7	35	2	-0.4
13	CC1OC(OC2C(O)CC(OC3C(O)CC(OC4CCC5(C)C(CCC6C5CCC5(C)C(C7=CC(=O)OC7)C(O)CC65O)C4)OC3C)OC2C)CC(O)C1O (stereo not given)	nt	nt	nt	4	nt	-3	-10	0	8.2
14	CCOc1ccc(CN2CCCC(C(=O)c3ccccc3OC)C2)cc1 (stereo not given)	106	-4	-1	-10	29	3	4	-11	-1.0
15	O=C(CCC(=O)N1CC2C[C@@H](C1)Cn1c2cccc1=O)NCCc1ccccc1	104	-1	3	6	3	2	-7	-6	0.6
16	CC(C)OP(=O)(OC(C)C)C(NCc1ccccc1)c1ccccc1 (stereo not given)	102	-12	-7	3	48	8	-6	-7	0.8
17	COC(=O)c1ccc(-n2c(C)nc3ccccc3c2=O)cc1	88	-8	-6	-4	0	0	-5	-4	1.0
18	CC1CN=C(Nc2ccc(F)cc2)S1 (stereo not given)	109	-1	2	1	37	0	14	0	-4.7
19	O=C(COC(=O)c1ccc(O)cc1)Nc1ccc(Cl)cc1C(=O)c1ccccc1	102	-1	8	-5	18	4	-3	-5	-1.0
20	O=S(=O)(c1ccc(Cl)cc1)N1CCCCC1c1cccnc1 (stereo not given)	130*	-7	4	2	40	1	-23	-1	-0.6

The last 2 compounds of the section before are carried over, then new ones follow.
item	SMILES	MEKK3 PB1 HTS	pCIP destab	IDE inh	M4 PAM	PHOSPHO1 block	IDE act	CRFBP-R2 block	GalR3 antag	CRFR2-BP ag
19	O=C(COC(=O)c1ccc(O)cc1)Nc1ccc(Cl)cc1C(=O)c1ccccc1	102	-1	8	-5	18	4	-3	-5	-1.0
20	O=S(=O)(c1ccc(Cl)cc1)N1CCCCC1c1cccnc1 (stereo not given)	130*	-7	4	2	40	1	-23	-1	-0.6
21	COc1cccc(-c2nn(Cc3ccccc3)cc2C(=O)O)c1	98	-18	2	1	10	-2	-3	-8	1.0
22	CCCCN1C(=O)C(C2c3ccccc3C(=O)N2Cc2ccccc2)C(=O)NC1=S (stereo not given)	103	-9	6	-3	41	-2	10	-3	1.0
23	CCN1C(=O)NC(=O)/C(=C/c2cc(C)n(-c3sc(C)c(C)c3C#N)c2C)C1=O	130*	-7	2	2	10	4	-51	-3	8.2
24	COC(=O)C1=C(c2ccc(F)cc2F)C[C@@H]2CC[C@H]1N2C(=O)N1CCC(O)CC1	nt	nt	2	12	nt	4	-3	-4	-5.2
25	COC(=O)c1c(C)n(Cc2ccc3c(c2)OCO3)c2ccc(O)cc12	104	-10	-2	-4	-3	2	-11	-1	-0.5
26	O=C1NC(=O)N(Cc2ccccc2Cl)C(=O)/C1=C/c1cccs1	106	4	2	6	-11	-6	-25	-4	1.4
27	Cc1c(C=O)c2ccccc2n1Cc1ccccc1F	96	0	1	0	27	2	-6	-3	-0.4
28	O=C1NC2C(O)C(O)C(O)C(O)C2c2cc3c(c(O)c21)OCO3 (stereo not given)	nt	nt	nt	6	nt	6	-8	-2	-2.7
29	CCN(N=Nc1nonc1OC)c1nonc1OC	111	-4	0	0	-2	0	-3	7	-3.5
30	Clc1ccc(CCNCc2ccncc2)c(Cl)c1	102	-8	3	-6	5	6	9	-11	0.8

Profiles from above.
Entry for CCN(N=Nc1nonc1OC)c1nonc1OC : MEKK3 PB1 HTS = 111; pCIP destab = -4; IDE inh = 0; M4 PAM = 0; PHOSPHO1 block = -2; IDE act = 0; CRFBP-R2 block = -3; GalR3 antag = 7; CRFR2-BP ag = -3.5
Entry for COc1cccc(-c2nn(Cc3ccccc3)cc2C(=O)O)c1 : MEKK3 PB1 HTS = 98; pCIP destab = -18; IDE inh = 2; M4 PAM = 1; PHOSPHO1 block = 10; IDE act = -2; CRFBP-R2 block = -3; GalR3 antag = -8; CRFR2-BP ag = 1.0
Entry for CCN1C(=O)NC(=O)/C(=C/c2cc(C)n(-c3sc(C)c(C)c3C#N)c2C)C1=O : MEKK3 PB1 HTS = 130*; pCIP destab = -7; IDE inh = 2; M4 PAM = 2; PHOSPHO1 block = 10; IDE act = 4; CRFBP-R2 block = -51; GalR3 antag = -3; CRFR2-BP ag = 8.2

(list continues)
item	SMILES	MEKK3 PB1 HTS	pCIP destab	IDE inh	M4 PAM	PHOSPHO1 block	IDE act	CRFBP-R2 block	GalR3 antag	CRFR2-BP ag
31	CCCCCCNC(=O)N[C@@H](Cc1ccc(O)cc1)C(=O)NCCC[C@H]1CN2C(=NC[C@H]2C)N1CC1CCC1	95	14	-1	nt	26	nt	13	nt	-2.6
32	CCCNC1=C(C)C(=O)C2=C(C1=O)C(COC(N)=O)[C@]1(OC)C3NC3CN21 (stereo not given in full)	87	1	0	0	13	2	-16	-6	0.8
33	COP(=O)(OC)C(O)C(Cl)(Cl)Cl (stereo not given)	95	10	-3	nt	-1	nt	nt	nt	nt
34	c1ccc2c(CNC3CCCCC3)c[nH]c2c1	102	-10	0	nt	-9	nt	-32	-4	2.4
35	COC(=O)C1=C(c2ccc(F)cc2OCc2ccccc2)C[C@@H]2CC[C@H]1N2C(=O)NCCOc1ccccc1	nt	nt	-3	-8	nt	1	8	-7	2.5
36	COC(=O)C12OCC34C(CC5C(C)=C(O)C(=O)CC5(C)C3C(O)C1O)OC(=O)C(OC(=O)/C=C(\C)C(C)C)C24 (stereo not given)	nt	nt	nt	11	nt	-1	10	-1	-3.5
37	CCC1C(c2cc(OC)c(OC)c(OC)c2)c2cc3c(cc2OC1N1CCCC1)OCO3 (stereo not given)	nt	nt	nt	-2	nt	-3	13	-5	2.8
38	CCCN1CCC2(CC1)NC(CO)(CO)CO2	102	-12	3	11	3	5	6	-2	0.2
39	CC(c1ccccc1F)n1cc(C(=O)Nc2ccc3nc[nH]c3c2)nn1 (stereo not given)	102	-10	4	-6	-2	-4	8	5	0.8
40	CCCCNC(=O)Nc1ccc(C(O)(C(=O)OCC)C(F)(F)F)cc1 (stereo not given)	100	-12	-2	-3	10	6	-11	-8	-0.5

Entries by screen from the entries so far.
Entries 31 to 38 in M4 PAM read nt, 0, nt, nt, -8, 11, -2, 11
Entries 31 to 38 in IDE act read nt, 2, nt, nt, 1, -1, -3, 5
Entries 31 to 38 in pCIP destab read 14, 1, 10, -10, nt, nt, nt, -12

Given with values under each structure: entries from further up.
Value order: MEKK3 PB1 HTS	pCIP destab	IDE inh	M4 PAM	PHOSPHO1 block	IDE act	CRFBP-R2 block	GalR3 antag	CRFR2-BP ag
(31) CCCCCCNC(=O)N[C@@H](Cc1ccc(O)cc1)C(=O)NCCC[C@H]1CN2C(=NC[C@H]2C)N1CC1CCC1
→ 95	14	-1	nt	26	nt	13	nt	-2.6
(32) CCCNC1=C(C)C(=O)C2=C(C1=O)C(COC(N)=O)[C@]1(OC)C3NC3CN21 (stereo not given in full)
→ 87	1	0	0	13	2	-16	-6	0.8
(33) COP(=O)(OC)C(O)C(Cl)(Cl)Cl (stereo not given)
→ 95	10	-3	nt	-1	nt	nt	nt	nt

Next part
item	SMILES	MEKK3 PB1 HTS	pCIP destab	IDE inh	M4 PAM	PHOSPHO1 block	IDE act	CRFBP-R2 block	GalR3 antag	CRFR2-BP ag
41	COC(=O)C1=C(c2cccc(C#N)c2)C[C@@H]2CC[C@H]1N2C(=O)NCc1cc(C)oc1C(F)(F)F	nt	nt	-1	11	nt	3	6	-6	-0.6
42	Clc1ccccc1Nc1ncnc(-n2cccc2)n1	102	6	8	3	16	2	-14	-2	0.8
43	COC(=O)C1=C(c2c(C)noc2C)C[C@@H]2CC[C@H]1N2C(=O)NCc1ccco1	nt	nt	0	-5	nt	1	3	-2	0.0
44	CN(C)c1ccc(/C=C/c2cc[n+](C)c3ccccc23)cc1	70*[inhibitor]	-10	nt	1&-4	-5	-3&-10	12&-1	-5&-6	-3.3&-0.6
45	COc1cc(C(c2c(C)[nH]n(-c3ccccc3)c2=O)c2c(C)[nH]n(-c3ccccc3)c2=O)cc(OC)c1OC	107	3	1	10	-8	7	45	-5	1.2
46	CN1C(=O)C(Cc2cccs2)C(=O)N(C)C1=O	96	6	-1	2	0	2	24	-4	0.1
47	Fc1ccc(C2=CCN(C(c3cccs3)c3nnnn3CCc3ccccc3)CC2)cc1 (stereo not given)	104	2	0	-7	17	9	-4	-7	0.9
48	C[C@]12CCC3C(CC[C@H]4C[C@@H](O)CC[C@]34C)C1C[C@@H](O)C2=O (stereo not given in full)	nt	nt	3	-5	nt	nt	10	-6	13
49	CC(C)c1cccc(C(C)C)c1O	114	nt	-2	1	nt	4	18	nt	-0.2
50	CN1CCN(c2ccc([N+](=O)[O-])c(Sc3nncn3C)c2)CC1	102	11	-2	15	13	4	-24	-2	-0.9
51	Cc1cc(C)c(-n2c(O)c(/C=N/NC(=O)c3ccncc3)c(=O)[nH]c2=O)c(C)c1	89	-20	3	-3	12	nt	3	6	0.9
